Screening data deposited in PubChem by several laboratories.
Shn3 inh set2 = reduces Shn3 3'UTR luciferase signal in osteoblasts; Clone20 osteoblast Shn3 3'UTR firefly luciferase, 24 h; inhibition, % at 12.5 µM; hit rate 0.52% among 360,000; AID 588674;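 active = mean inhibition of at least 75% with every replicate also reaching 75%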;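 also: 0% = median of neutral control wells and 100% = pilot-screen positive control compound; some compounds past the cut are filed as inactive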
TRPM1 prom inh = MITF TRPM1 promoter inhibition in SK-MEL-5 cells. inhibition, % at 12.5 µM. SK-MEL-5 TRPM1 promoter luciferase, 24 h. hit rate 0.83% among 330,000;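 active = mean inhibition across replicates of 60% or more, whatever share of single replicates reaches that level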; also: values of inactives mirror those of a sister screen read the other way
NR2E3 ag-1 = agonists of human NR2E3 nuclear receptor; AID 602229; hit rate 0.35% among 360,000; inhibition of corepressor binding, % at 3.98 µM; CHO-S Gal4-NCOR/VP16-NR2E3 two-hybrid, luciferase;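 active = inhibition above the mean of all tested compounds plus 3 SD, cut at about 70% in these data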;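 also: 0% = DMSO with NR2E3 transfected cells and 100% = cells lacking NR2E3 construct; higher means lower luciferase signal from less NR2E3 corepressor binding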
Target sequence (Q9Y5X4 whole entry, looked up, the tested form may be a part): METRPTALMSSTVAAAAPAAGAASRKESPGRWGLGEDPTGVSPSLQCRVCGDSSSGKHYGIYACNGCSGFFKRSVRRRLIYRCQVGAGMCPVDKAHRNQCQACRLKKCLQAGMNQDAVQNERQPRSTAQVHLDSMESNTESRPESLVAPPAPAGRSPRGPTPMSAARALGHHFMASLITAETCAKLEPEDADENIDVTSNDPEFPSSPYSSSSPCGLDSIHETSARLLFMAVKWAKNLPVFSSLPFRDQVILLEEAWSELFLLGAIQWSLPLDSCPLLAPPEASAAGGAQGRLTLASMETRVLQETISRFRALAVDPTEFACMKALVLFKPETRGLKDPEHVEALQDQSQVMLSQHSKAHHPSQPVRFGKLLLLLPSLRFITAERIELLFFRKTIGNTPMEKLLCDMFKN
HIF-2a inh = HIF-2a inhibition. 786-0 RCC cells HIF-2a reporter, luciferase luminescence, overnight. inhibition, % at 18.8 µM. hit rate 0.72% among 360,000. AID 624352;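 active = inhibition of the luminescence signal of 40% or more relative to plate controls, in a single-dose primary screen at 18.75 µM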
CF NFkB block = blocks PAF-induced NF-kB reporter in cystic fibrosis cells. KKLEB NF-kB-GFP reporter, GFP fluorescence overnight. inhibition, % at 5 µM. hit rate 0.86% among 360,000. AID 588850;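 active = at least 50% inhibition at 5 µM, scaled per plate between neutral and stimulator controls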;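 also: PAF is a Pseudomonas aeruginosa culture filtrate used as stimulus; plate controls were PAF-stimulated DMSO wells for no effect and unstimulated DMSO wells for full effect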
NR2E3 ag-2 = NR2E3 (human) agonism; Q9Y5X4; hit rate 0.12% among 320,000; GST-NR2E3/biotin-RetCOR TR-FRET, 1536-well; AID 2300; inhibition of corepressor binding, % at 4.78 µM;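 active = percent inhibition above the cutoff of mean plus 3 SD of all tested compounds, set per screening campaign, cut at about 20% in these data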;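 also: 0% = DMSO wells and 100% = biotin wells as full block of FRET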
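Material: NR2E3–RetCOR corepressor complex / Incubation: Compound–protein incubation for 5 h at 4 °C / Dosing: compound at 4.8 µM, single dose / Detection: time-resolved FRET / Benchmarks: high control biotin, low control 0.6% DMSO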
TRAIL sens C8 = caspase-8 TRAIL sensitization; NB7+C8 cells + TRAIL, ATPlite viability luminescence; inhibition (viability loss, TRAIL sensitization), % at 10 µM; hit rate 1% among 360,000; AID 624354;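 active = compounds causing at least 50% loss of cell viability in the single-dose screen, relative to plate controls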
Peg3 prom inh = inhibitors of Peg3 promoter; HeLa PEG-Prom luciferase reporter, luminescence, overnight; inhibition, % at 20 µM; hit rate 1.7% among 360,000;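 active = inhibition of at least 50% at 20 µM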
EBV LMP1 NFkB = reduces LMP1-driven NF-kappaB luciferase signal; LMP1-induced NF-kappaB luciferase reporter cells, luminescence; inhibition, % at 12.5 µM; hit rate 0.69% among 350,000; in the data active = inhibition above about 41%;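 also: 0% = neutral control wells and 100% = reference inhibitor control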
KKLEB cytotox = counter-screen for CF NF-kB inhibitors: cytotoxicity. activity change (cytotoxicity), % at 5 µM. AID 602141. hit rate 0.36% among 360,000. KKLEB CF airway cells viability, ATPlite luminescence, overnight; hits give low values; cells stimulated with P. aeruginosa culture filtrate;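 active = corrected activity change at or below -50% at 5 µM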
hiPSC survival = enhancers of human iPSC single-cell survival; hiPSC single-cell survival, ATPlite luminescence; 100% = ROCK inhibitor wells, 0% = DMSO; hit rate 0.044% among 360,000; AID 602274; survival enhancement, % at 20 µM; in the data active = survival enhancement above about 18%;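 also: cells exposed to compounds for 16 hours before the ATP read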
Starred values were filed as active, the others as inactive; . = no result given.

SMILES	Shn3 inh set2	TRPM1 prom inh	NR2E3 ag-1	HIF-2a inh	CF NFkB block	NR2E3 ag-2	TRAIL sens C8	Peg3 prom inh	EBV LMP1 NFkB	KKLEB cytotox	hiPSC survival
Cc1cc(C)c(C#N)c(Sc2ccccc2N)n1	-5	8	11	15	-22	0	4	-16	0	20	3.8
OCCN1CCN(CCOc2ccccc2-c2ccccc2)CC1	5	3	21	8	2	0	3	0	-17	1	-1.9
Cc1ccc(C(=O)N/C(=C/c2ccccc2)C(=O)NCC2CCCO2)cc1 (stereo unspecified)	-10	3	19	7	4	-3	-9	9	5	2	2.9
CCc1nc2c(OCc3cccc(Cl)c3)cccn2c1N(C)C(=O)c1ccco1	5	.	19	9	15	.	-5	15	.	-14	0.8
Cc1cc(OC(C)C(=O)NC2CCN(Cc3ccccc3)CC2)c2c(C)cc(=O)oc2c1 (stereo unspecified)	11	-16	18	3	-26	0	14	-12	2	0	-0.4
COc1ccc(NS(=O)(=O)c2ccc(C)c(C(=O)N(C)Cc3ccc(OC)cc3OC)c2)cc1	-1	7	15	-6	-6	-4	18	0	2	1	0.4
O=C(Cn1nnc(-c2ccccc2NC(=O)c2ccco2)n1)NC1CCCCC1	13	8	4	6	-15	2	25	14	-1	-6	0.5
CCOC(=O)C1=NNC2(CC(=O)N(c3cc(C)cc(C)c3)C2=O)C1 (stereo unspecified)	9	-41	-4	13	-1	-2	-8	7	1	-25	-0.6
Cc1ccc(C)c(NC(=O)COC(=O)c2cccc3c2C(=O)c2ccccc2C3=O)c1	28	23	15	-16	-44	2	-9	26	16	-1	-1.0
C=CCc1ccc(OCCCNCc2ccccc2)c(OC)c1	-6	-8	21	-27	-7	1	5	-27	-6	-3	-0.2
O=C(O)/C=C\C(=O)Nc1ccc(N2CCN(c3ccc(Cl)c(Cl)c3)CC2)cc1	7	13	-12	1	29	-5	-3	-22	-1	-1	1.3
N#Cc1ccc(OCC(=O)N/N=C(\CCC(=O)O)c2cccs2)cc1	-21	-3	-9	20	0	1	-18	16	0	6	0.7
CN1CCN(c2ccc(Cl)cc2NC(=O)c2ccc(S(=O)(=O)N3CCCCCC3)cc2)CC1	12	47	-8	-7	20	5	26	37	-35	-18	-2.9
O=C(CSc1nnc(Cc2ccccc2)o1)NC1CC2CCC1C2 (stereo unspecified)	1	7	9	22	8	-2	27	13	-4	-1	3.8
Cc1cccc2sc(NS(=O)(=O)c3ccccc3)nc12	10	-3	-3	16	-37	4	-3	23	-5	6	-0.5
O=C(CC1C(=O)NCCN1CC1CCCCC1)NCc1ccccc1Cl (stereo unspecified)	-2	-6	-12	18	-4	4	4	4	2	6	-0.7
O=C(Nc1ccccc1)c1cccc(Cn2cc(C(F)(F)F)ccc2=O)c1	9	6	3	4	-6	-3	12	11	11	-4	-0.1
O=C(Oc1ccccc1)c1cccc(N2C(=O)CCC2=O)c1	-31	-2	-20	5	-2	2	0	0	-5	-1	1.4
Cc1ccc(S(=O)(=O)NCC(c2ccccc2)N2CCN(c3ccc(F)cc3)CC2)cc1 (stereo unspecified)	4	-1	-15	13	6	.	-28	3	-1	-10	-0.4
COc1ccc2c(c1)OC[C@H]1[C@H]2N2C(=O)c3cc(F)ccc3NC(=O)[C@@]2(C)[C@H]1c1ccccc1	13	1	16	30	2	.	3	23	-4	-19	2.7
CN(C)C(=O)c1ccc(-c2cc(C(F)(F)F)nn2C)s1	.	.	-70	-242	11	3	-4	-270	.	1	-0.1
O=S(=O)(c1ccc2ccccc2c1)N1CCc2ccccc21	18	3	7	7	11	.	4	49	5	0	-0.5
Cc1ccc(/C=C/c2ccc(=O)n(Cc3ccc(Cl)cc3Cl)n2)cc1	-6	13	1	20	-7	-3	2	12	-2	7	5.5
C=CCNC(=O)c1ccccc1NC(=O)C1COc2ccccc2O1 (stereo unspecified)	8	10	17	6	7	2	3	0	4	-22	-0.4
O=C(NCc1ccccc1)c1cc(C2CCCN(C(=O)C3CC3)C2)on1 (stereo unspecified)	-30	.	-28	-41	1	.	2	-55	.	-6	2.9
COc1ccc(NC(=O)CSc2nn3c(=O)c(C)nnc3s2)cc1	4	7	-30	1	-34	1	1	11	-4	20	1.3
C[C@@H](NC(=O)Cn1cnc2c(NCc3ccccc3)ncnc21)c1cccc2ccccc12	7	-4	-5	2	-9	.	-14	25	-3	-10	1.0
CCCC12CN3CC(C)(CN(C1)C31CCCCC1)C2=O	9	7	-10	8	7	1	3	7	-9	-14	-0.5
CCCn1c(Cc2ccccc2)nnc1SCC(=O)N1CCOCC1	8	8	-27	7	1	1	-13	6	1	0	-2.2
O=C(C1CC(=O)N(c2ccc(Cl)cc2)C1)N1CCN(Cc2ccc3c(c2)OCO3)CC1 (stereo unspecified)	18	20	-12	10	2	3	17	6	8	4	0.4
CCOC(=O)c1sc(N2C(=O)C(O)=C(C(=O)c3ccco3)C2c2ccco2)nc1C (stereo unspecified)	7	-5	-114	-3	8	5	-8	25	10	13	0.2
O=C(NCCc1cccs1)c1ccc(Cl)cc1	-56	-27	-98	-106	5	2	38	-134	9	-3	-0.5
CCC(C)(C)NC(=O)C(c1cccc(OC)c1OC)N(CCOC)C(=O)CCC(=O)Nc1cc(C)on1 (stereo unspecified)	13	-8	-10	-1	13	5	-5	16	-1	-9	-0.2
C=CCn1c(SCC(=O)Nc2ccccc2OC)nnc1-c1ccccn1	6	18	-10	9	11	2	-5	29	-12	-8	2.3
NC(=O)c1cccn(Cc2ccc(C(F)(F)F)cc2)c1=O	13	12	19	8	-13	3	5	-3	5	9	0.4
CCc1ccc2c(c1)c(N=NC1=NC(=O)CS1)c(O)n2C	13	-7	17	6	-8	-1	1	8	-4	0	1.1
O=C(CSc1ncn[nH]1)Nc1cccc2ccccc12	2	8	-29	11	6	0	-2	2	-9	5	-1.0
C1=C(CCNCC2CC2)CCCC1	-8	2	-20	12	5	1	-10	1	-65	-11	-3.3
CCOC(=O)/C(C#N)=N\Nc1cc(Cl)ccc1OC	-1	-1	-15	-2	-23	-2	10	0	9	0	0.9
Cc1ccc(S(=O)(=O)NC(=O)N2CCCC2)cc1	3	-8	19	0	1	.	-2	-9	-12	5	6.9
CCn1c(-c2cc(Br)ccc2O)n[nH]c1=S	13	-3	24	-24	12	2	-16	12	-1	-8	8.7
N#CCc1nc2ccccc2c(=O)[nH]1	-2	7	5	-7	-25	1	-20	-6	-2	24	0.4
c1ccc(OCCCc2nc(-c3ccncc3)no2)cc1	-19	9	-1	-24	-7	0	-13	-7	-5	-14	-0.2
COc1ccc(S(=O)(=O)NC(N)=NCCc2ccccc2OC)cc1	7	8	-12	11	5	-2	-1	-3	18	-15	-1.8
NC(=O)c1cc([N+](=O)[O-])ccc1NCc1cccc2ccccc12	-34	-6	-27	-24	-10	2	3	-10	3	-23	-1.2
CC(C)CN1C(=O)c2ccc(NC(=O)c3ccccc3F)cc2C1=O	-55	-69	-17	-147	-8	0	10	-221	-14	10	0.4
S=c1[nH]nc(Cc2noc3ccccc23)n1-c1ccccc1	1	8	-5	12	5	-1	1	17	-11	-10	-0.1
Cc1ccc(SCC(=O)OCn2nnc3ccccc3c2=O)cc1C	-23	-3	-6	6	-2	-1	11	5	-8	6	1.8

Ordered by length of the SMILES (largest number first): part of the list above
SMILES	Shn3 inh set2	TRPM1 prom inh	NR2E3 ag-1	HIF-2a inh	CF NFkB block	NR2E3 ag-2	TRAIL sens C8	Peg3 prom inh	EBV LMP1 NFkB	KKLEB cytotox	hiPSC survival
NC(=O)c1cc([N+](=O)[O-])ccc1NCc1cccc2ccccc12	-34	-6	-27	-24	-10	2	3	-10	3	-23	-1.2
CC(C)CN1C(=O)c2ccc(NC(=O)c3ccccc3F)cc2C1=O	-55	-69	-17	-147	-8	0	10	-221	-14	10	0.4
C=CCn1c(SCC(=O)Nc2ccccc2OC)nnc1-c1ccccn1	6	18	-10	9	11	2	-5	29	-12	-8	2.3
CCc1ccc2c(c1)c(N=NC1=NC(=O)CS1)c(O)n2C	13	-7	17	6	-8	-1	1	8	-4	0	1.1
S=c1[nH]nc(Cc2noc3ccccc23)n1-c1ccccc1	1	8	-5	12	5	-1	1	17	-11	-10	-0.1
Cc1ccc(S(=O)(=O)NC(=O)N2CCCC2)cc1	3	-8	19	0	1	.	-2	-9	-12	5	6.9
c1ccc(OCCCc2nc(-c3ccncc3)no2)cc1	-19	9	-1	-24	-7	0	-13	-7	-5	-14	-0.2
CCn1c(-c2cc(Br)ccc2O)n[nH]c1=S	13	-3	24	-24	12	2	-16	12	-1	-8	8.7
N#CCc1nc2ccccc2c(=O)[nH]1	-2	7	5	-7	-25	1	-20	-6	-2	24	0.4
C1=C(CCNCC2CC2)CCCC1	-8	2	-20	12	5	1	-10	1	-65	-11	-3.3

(listing goes on)
SMILES	Shn3 inh set2	TRPM1 prom inh	NR2E3 ag-1	HIF-2a inh	CF NFkB block	NR2E3 ag-2	TRAIL sens C8	Peg3 prom inh	EBV LMP1 NFkB	KKLEB cytotox	hiPSC survival
S=C(Nc1cccc(Cl)c1)N1CCOCC1	4	9	11	19	10	1	-14	7	2	-17	0.3
CN(CCc1ccccc1)C1CCCN(S(=O)(=O)CC(F)(F)F)C1 (stereo unspecified)	-13	2	-7	-9	-9	2	-10	-6	-2	7	0.9
O=C1C2C3C=CC(C3)C2C(=O)N1CCN1CCN(S(=O)(=O)c2ccc3ccccc3c2)CC1 (stereo unspecified)	18	15	39	8	-6	-2	-4	18	-1	6	-2.1
CCCCn1c(SC(C)C(N)=O)nc2cc(C(=O)OC)ccc2c1=O (stereo unspecified)	-1	3	-9	5	-2	3	1	16	-2	-4	1.5
COCCNC(=O)C(=O)NNC(=O)c1ccccc1OC	-24	17	-15	-11	6	5	-3	4	-6	5	1.3
CSc1[nH]c(=O)c(C(=O)O)cc1C#N	4	4	0	10	-13	5	-7	12	2	6	0.5

Not all compounds are listed; rates above refer to the full screens.
